# Source: PubChem BioAssay (several laboratories)
# Alkaline phosphatase = human TNAP enzyme inhibitors, biochemical, luminescent (AID 518). purified TNAP enzyme, luminescent substrate readout; higher % means a stronger effect. 64,000 compounds, 0.09% hits. inhibition, % at 20 µM; hits with a dose series show IC50 in µM; in the data active means a potency from the dose series; inactive means the rest, 99 in 100 with inhibition below about 22%;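 further: plate controls were vehicle for no effect and reference inhibitor for full effect; many of its hits are not listed in these tables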
# Bfl-1 displacement = Bfl-1 inhibitors, primary screen, biochemical, fluorescence polarization, FITC-Bid, mouse (AID 432); displacement, % at 20 µM; hits with a dose series show IC50 in µM; 64,000 compounds, 0.02% hits; FITC-Bid BH3 peptide fluorescence polarization displacement; higher % means a stronger effect; in the data active means a potency from the dose series; inactive means the rest, 99 in 100 with displacement below about 15%; further: strong numbers were not always called active
# HPDE-C7K KRASV12 = viability loss of HPDE-C7K cells – cell-based, fluorescence, HTS, primary screen (AID 431) | HPDE-C7K KRASV12 cells, Alamar Blue viability, 48 h; higher % means a stronger effect | 63,000 compounds, 1.7% hits | cytotoxicity, % at 10 µM, or EC50 in µM where a hit was titrated;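 active means compounds whose percent cytotoxicity in the single-dose primary screen, scaled between solvent and toxic-drug controls, exceeds 50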;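 further: 0% = DMSO solvent wells and 100% = doxorubicin-treated wells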
# HPDE-C7 viability = cytotoxicity in HPDE-C7 cells, cell-based, fluorescence, HTS (AID 430); HPDE-C7 pancreatic duct cells viability, fluorescence; higher % means a stronger effect; cytotoxicity, % at 10 µM; hits with a dose series show EC50 in µM; 63,000 compounds, 1.8% hits;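 further: cells exposed to compound for 48 hours before viability readout; 0% = vehicle and 100% = reference cytotoxic drug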
# HT1080 viability = HT1080 cell viability loss – fluorescence readout (AID 620). HT1080 viability, fluorescence; higher % means a stronger effect. cytotoxicity, % at 10 µM; hits with a dose series show EC50 in µM. 87,000 compounds, 0.42% hits;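 further: cells exposed to compound overnight then 4 h with Alamar Blue; 0% = vehicle DMSO and 100% = killing control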
# Spn DPM-DC inh = S. pneumoniae DPM-DC inhibition; purified DPM-DC, PK/LDH coupled NADH fluorescence; calls only at 10 µM; AID 556; 65,000 compounds, 0.49% hits;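 active means the 320 compounds with the highest percent inhibition in the single-dose primary screen, excluding strongly autofluorescent ones, cut at about 32% in these data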;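 further: kinetic rate of NADH fluorescence loss reporting ADP formed by the decarboxylase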
# PMK inhibit = S. pneumoniae PMK inhibition; AID 539; purified PMK, PK/LDH-coupled NADH absorbance 340 nm; inhibition, % at 10 µM; 65,000 compounds, 0.49% hits;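 active means top-ranked compounds by inhibition in the single 10 µM screen, taking a fixed number of the strongest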;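 further: 0% = full reaction with DMSO carrier and 100% = background rate without enzyme reaction; no value below 0 was filed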
# LYP inhibition = inhibition of human PTPN22 tyrosine phosphatase – biochemical, DiFMUP fluorescence, recombinant catalytic domain, 10 µM, primary screen (AID 606). recombinant LYP catalytic domain, DiFMUP fluorescence; higher % means a stronger effect. one-dose inhibition, % at 10 µM; IC50 in µM for titrated hits. 52,000 tested, under 10 active;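 active means IC50 under 40 µM in the dose-response test; inactive means IC50 of 40 µM or more, or never dose-tested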
# Spn MK inh = blocks S. pneumoniae mevalonate kinase. purified MK, PK/LDH-coupled NADH absorbance 340 nm. inhibition, % at 10 µM. 65,000 compounds, 0.48% hits;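 active means ranked among the strongest by inhibition in the single 10 µM screen, a fixed top-ranked set picked for dose follow-up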; further: no value below 0 was filed
# PMK inhibit pilot replicates = recorded beside PMK inhibit, whose call it bears; inhibition, %; measured here: pilot screen replicates
# Spn MK inh pilot replicates = also measured in Spn MK inh; calls as there; inhibition, %; measured here: pilot screen replicates
# Spn DPM-DC inh pilot screen % = further read-out of Spn DPM-DC inh, marked with its call; inhibition, %; measured here: pilot screen trials
# Numbers without * were called inactive; i = inactive; . = not tested or not shown. Unless noted, no stated cut-off is given here; in the data, active means cytotoxicity above about 50%; inactive means the rest.
SMILES,Alkaline phosphatase,Bfl-1 displacement,HPDE-C7K KRASV12,HPDE-C7 viability,HT1080 viability,Spn DPM-DC inh,PMK inhibit,LYP inhibition,Spn MK inh,others
COc1ccc(C2C(C(=O)N3CCC(C)CC3)c3ccccc3C(=O)N2C)cc1 (stereo not drawn),8%,4%,-21%,-15%,2%,i,13,-1%,6,PMK inhibit pilot replicates=0.5;Spn MK inh pilot replicates=2.0;Spn DPM-DC inh pilot screen %=3.0
Clc1cc(Cl)c2nc(N3CCCCC3)sc2c1,10%,0%,5%,-1%,6%,i,10,-8%,5,
Cc1ccccc1NC(=O)CCn1c(=O)oc2ccccc21,4%,-5%,-3%,-4%,11%,i,11,8%,0,
N#CCC(=O)Nc1ccccc1C(=O)O,10%,-1%,.,.,0%,i,0,7%,8,
O=C(NCCCn1ccnc1)c1cccc(S(=O)(=O)Nc2ccccc2F)c1,11%,3%,20%,21%,-2%,i,11,.,5,
Cc1c(NC(=O)CC(=O)Nc2c(C)n(C)n(-c3ccccc3)c2=O)c(=O)n(-c2ccccc2)n1C,8%,6%,-2%,-5%,-2%,i,0,-6%,5,
Cc1ccc(C(=O)CCC(=O)Nc2cccnc2)cc1C,11%,2%,.,.,6%,i,3,-2%,5,
CCn1c(SCC(=O)N2CCCc3ccccc32)nnc1-c1cccs1,16%,-2%,-12%,-10%,10%,i,4,1%,10,PMK inhibit pilot replicates=2.0;Spn MK inh pilot replicates=0.0;Spn DPM-DC inh pilot screen %=2.0
Cc1cc(NC(=O)c2cc3n(n2)C(C(F)(F)F)CC(c2ccco2)N3)n(-c2ccccc2)n1 (stereo not drawn),.,.,.,.,0%,i,12,.,0,
c1ccc(-c2nc3ccccc3nc2N2CCOCC2)cc1,10%,2%,.,.,19%,i,0,16%,0,
CN1C(=O)CC(C(=O)O)SC1=Nc1cccc(C(F)(F)F)c1 (stereo not drawn),11%,0%,5%,0%,5%,i,19,.,6,
Cc1ccc(N2CC(C(=O)Nc3cccnc3)CC2=O)cc1 (stereo not drawn),6%,-6%,15%,8%,-4%,i,4,.,0,
Cc1ccc(NC(=O)CSC2=C(C#N)C(c3ccco3)C3=C(CC(C)(C)CC3=O)N2)cc1 (stereo not drawn),-1%,-2%,54%*,57%*,5%,i,5,12%,8,
COC(=O)CNc1n[nH]c(=S)[nH]c1=O,7%,-8%,-8%,-11%,-9%,i,16,-1%,0,
COc1cccc(CNC(=O)C2CCN(S(=O)(=O)N3CCCC3)CC2)c1,3%,-5%,-16%,-7%,2%,i,4,0%,10,
CCOC(=O)C(CC(C)C)CP(=O)(O)CNC(=O)OCc1ccccc1 (stereo not drawn),0%,1%,3%,-1%,1%,i,11,.,9,
COc1ccc(Cn2nnnc2C(CC(C)C)N2CCN(c3ccccc3)CC2)cc1 (stereo not drawn),2%,-10%,-16%,-30%,-18%,i,10,.,10,
O=C(CCCN1C(=O)c2ccccc2C1=O)Nc1ccc(Br)cn1,8%,-8%,-3%,2%,20%,i,11,4%,0,
CCOC(=O)c1ccc(NC(=O)COc2ccc(-n3cnnn3)cc2)cc1,18%,18%,-12%,-2%,11%,i,5,5%,14,PMK inhibit pilot replicates=0.0;Spn MK inh pilot replicates=0.0;Spn DPM-DC inh pilot screen %=1.5
CCOc1ccccc1CN1C(=O)NC(C)(c2ccccc2)C1=O (stereo not drawn),5%,6%,0%,3%,-9%,i,11,9%,0,
O=C(Cn1nc(C(F)(F)F)c2c1CCC2)NC1CCCCC1,8%,-10%,-11%,-6%,-2%,i,7,-7%,12,
COc1ccc(S(=O)(=O)Nc2ccc3c(c2)OCO3)cc1C(=O)O,4%,-7%,4%,-7%,-4%,i,9,-19%,8,
COc1ccc(-n2ncc3c(Nc4cccc(C)c4)ncnc32)cc1,7%,2%,11%,15%,2%,i,3,-16%,26,
O=C(NCc1ccccn1)c1ccc(CS(=O)(=O)Cc2ccc(Cl)cc2)o1,4%,-5%,-4%,-2%,-3%,i,4,.,0,
COc1ccccc1C1/C(=C(/O)c2ccccc2)C(=O)C(=O)N1CC(C)O (stereo not drawn),7%,2%,6%,-5%,38%,i,7,4%,11,
Cc1ccc(C2C(C(=O)c3sc(-c4ccccc4)nc3C)=C(O)C(=O)N2CCN(C)C)o1 (stereo not drawn),11%,5%,4%,-2%,-4%,i,1,2%,10,
CCOc1cc(C#N)c(NC(=O)c2ccco2)cc1OCC,6%,0%,12%,13%,28%,i,9,8%,0,
CC1CCN(C(=O)CSc2nncn2-c2ccccn2)CC1,13%,4%,12%,10%,-7%,i,15,7%,2,
N#Cc1c(NC(=O)CSc2nc(N)cc(=O)[nH]2)sc2c1CCCCCC2,8%,-6%,17%,2%,0%,i,0,2%,8,PMK inhibit pilot replicates=5.0;Spn MK inh pilot replicates=1.0;Spn DPM-DC inh pilot screen %=0.5
Cc1ccc(S(=O)(=O)N2CCN(S(=O)(=O)c3ccc(C)cc3)C3OCCOC32)cc1 (stereo not drawn),1%,-6%,-18%,-7%,0%,i,0,.,7,
Cc1cc2nc(-c3ccc(SCC(=O)N4CCOCC4)nc3)[nH]c2cc1C,8%,-3%,2%,-16%,12%,.,3,11%,7,
CCC(C)(C)NC(=O)C(c1cccs1)N(CC1CCCO1)C(=O)Cn1nnc2ccccc21 (stereo not drawn),7%,-2%,-9%,-6%,5%,i,23,10%,0,
CCOC(=O)C1CCCN(C(=O)c2ccccc2SCCOC)C1 (stereo not drawn),13%,-8%,-28%,-25%,-3%,i,5,4%,7,
O=C(CSc1nnnn1C1CCCCC1)Nc1nc2c(s1)CCCC2,14%,3%,15%,16%,-9%,i,14,-9%,8,
O=C(CSc1ccccc1)N1CCN(c2ccccc2)CC1,5%,2%,-2%,-4%,1%,i,0,-3%,5,
COc1ccc(S(=O)(=O)NCc2ccncc2)cc1OC,13%,-9%,-23%,-32%,-6%,i,0,-7%,0,
O=C(c1cc(-c2cccs2)on1)N1CCCCC1,8%,11%,-13%,-5%,-1%,i,6,2%,9,
CCOC(=O)c1[nH]cc(-c2ccccc2)c1N1CCOCC1,16%,-9%,-7%,-15%,-28%,i,15,-3%,10,PMK inhibit pilot replicates=0.5;Spn MK inh pilot replicates=7.0;Spn DPM-DC inh pilot screen %=4.5
Cc1nc(NC(=O)CSc2nnc(C)n2CC2CCCO2)sc1C (stereo not drawn),9%,1%,0%,-1%,8%,i,17,.,1,
CCOC(=O)CNS(=O)(=O)c1cc(-c2n[nH]c(=O)c3ccccc23)ccc1C,15%,-1%,7%,15%,2%,i,0,10%,5,
O=C(Cn1cnc2c(nnn2Cc2ccccc2F)c1=O)OCc1ccccc1,6%,-6%,-8%,-18%,24%,i,6,0%,3,
Cc1ccc(N(CC(=O)N2CCn3c2nc2ccccc23)S(=O)(=O)c2c(C)n[nH]c2C)cc1,2%,6%,1%,-2%,5%,i,9,11%,0,
COc1ccc(-c2cc(C(F)(F)F)n3nc(C(=O)N4CCOCC4)c(Cl)c3n2)cc1,23%,2%,-10%,9%,2%,i,0,-7%,9,
Cc1nn2c3c(cnc2c1-c1ccccc1)C(=O)CC(C)C3 (stereo not drawn),7%,-9%,-3%,-10%,-4%,i,0,7%,7,
O=C(NCc1ccco1)c1cc(-c2cccs2)on1,5%,-5%,-12%,-5%,27%,i,11,15%,2,

# 14 neighbouring records already listed, quoted:
SMILES,Alkaline phosphatase,Bfl-1 displacement,HPDE-C7K KRASV12,HPDE-C7 viability,HT1080 viability,Spn DPM-DC inh,PMK inhibit,LYP inhibition,Spn MK inh,others
N#Cc1c(NC(=O)CSc2nc(N)cc(=O)[nH]2)sc2c1CCCCCC2,8%,-6%,17%,2%,0%,i,0,2%,8,PMK inhibit pilot replicates=5.0;Spn MK inh pilot replicates=1.0;Spn DPM-DC inh pilot screen %=0.5
Cc1ccc(S(=O)(=O)N2CCN(S(=O)(=O)c3ccc(C)cc3)C3OCCOC32)cc1 (stereo not drawn),1%,-6%,-18%,-7%,0%,i,0,.,7,
Cc1cc2nc(-c3ccc(SCC(=O)N4CCOCC4)nc3)[nH]c2cc1C,8%,-3%,2%,-16%,12%,.,3,11%,7,
CCC(C)(C)NC(=O)C(c1cccs1)N(CC1CCCO1)C(=O)Cn1nnc2ccccc21 (stereo not drawn),7%,-2%,-9%,-6%,5%,i,23,10%,0,
CCOC(=O)C1CCCN(C(=O)c2ccccc2SCCOC)C1 (stereo not drawn),13%,-8%,-28%,-25%,-3%,i,5,4%,7,
O=C(CSc1nnnn1C1CCCCC1)Nc1nc2c(s1)CCCC2,14%,3%,15%,16%,-9%,i,14,-9%,8,
O=C(CSc1ccccc1)N1CCN(c2ccccc2)CC1,5%,2%,-2%,-4%,1%,i,0,-3%,5,
COc1ccc(S(=O)(=O)NCc2ccncc2)cc1OC,13%,-9%,-23%,-32%,-6%,i,0,-7%,0,
O=C(c1cc(-c2cccs2)on1)N1CCCCC1,8%,11%,-13%,-5%,-1%,i,6,2%,9,
CCOC(=O)c1[nH]cc(-c2ccccc2)c1N1CCOCC1,16%,-9%,-7%,-15%,-28%,i,15,-3%,10,PMK inhibit pilot replicates=0.5;Spn MK inh pilot replicates=7.0;Spn DPM-DC inh pilot screen %=4.5
Cc1nc(NC(=O)CSc2nnc(C)n2CC2CCCO2)sc1C (stereo not drawn),9%,1%,0%,-1%,8%,i,17,.,1,
CCOC(=O)CNS(=O)(=O)c1cc(-c2n[nH]c(=O)c3ccccc23)ccc1C,15%,-1%,7%,15%,2%,i,0,10%,5,
O=C(Cn1cnc2c(nnn2Cc2ccccc2F)c1=O)OCc1ccccc1,6%,-6%,-8%,-18%,24%,i,6,0%,3,
Cc1ccc(N(CC(=O)N2CCn3c2nc2ccccc23)S(=O)(=O)c2c(C)n[nH]c2C)cc1,2%,6%,1%,-2%,5%,i,9,11%,0,
